# Screens deposited in PubChem BioAssay by several laboratories.
# NSD2 HMT inh = NSD2 histone methyltransferase inhibitors, primary screen, biochemical, AlphaScreen, single concentration, set 2; NSD2 peptide methylation, 120 min; inhibition, % at 12.5 µM; hit rate 0.54% among 310,000; in the data active = inhibition above about 50%
# Target sequence (O96028 whole entry, looked up): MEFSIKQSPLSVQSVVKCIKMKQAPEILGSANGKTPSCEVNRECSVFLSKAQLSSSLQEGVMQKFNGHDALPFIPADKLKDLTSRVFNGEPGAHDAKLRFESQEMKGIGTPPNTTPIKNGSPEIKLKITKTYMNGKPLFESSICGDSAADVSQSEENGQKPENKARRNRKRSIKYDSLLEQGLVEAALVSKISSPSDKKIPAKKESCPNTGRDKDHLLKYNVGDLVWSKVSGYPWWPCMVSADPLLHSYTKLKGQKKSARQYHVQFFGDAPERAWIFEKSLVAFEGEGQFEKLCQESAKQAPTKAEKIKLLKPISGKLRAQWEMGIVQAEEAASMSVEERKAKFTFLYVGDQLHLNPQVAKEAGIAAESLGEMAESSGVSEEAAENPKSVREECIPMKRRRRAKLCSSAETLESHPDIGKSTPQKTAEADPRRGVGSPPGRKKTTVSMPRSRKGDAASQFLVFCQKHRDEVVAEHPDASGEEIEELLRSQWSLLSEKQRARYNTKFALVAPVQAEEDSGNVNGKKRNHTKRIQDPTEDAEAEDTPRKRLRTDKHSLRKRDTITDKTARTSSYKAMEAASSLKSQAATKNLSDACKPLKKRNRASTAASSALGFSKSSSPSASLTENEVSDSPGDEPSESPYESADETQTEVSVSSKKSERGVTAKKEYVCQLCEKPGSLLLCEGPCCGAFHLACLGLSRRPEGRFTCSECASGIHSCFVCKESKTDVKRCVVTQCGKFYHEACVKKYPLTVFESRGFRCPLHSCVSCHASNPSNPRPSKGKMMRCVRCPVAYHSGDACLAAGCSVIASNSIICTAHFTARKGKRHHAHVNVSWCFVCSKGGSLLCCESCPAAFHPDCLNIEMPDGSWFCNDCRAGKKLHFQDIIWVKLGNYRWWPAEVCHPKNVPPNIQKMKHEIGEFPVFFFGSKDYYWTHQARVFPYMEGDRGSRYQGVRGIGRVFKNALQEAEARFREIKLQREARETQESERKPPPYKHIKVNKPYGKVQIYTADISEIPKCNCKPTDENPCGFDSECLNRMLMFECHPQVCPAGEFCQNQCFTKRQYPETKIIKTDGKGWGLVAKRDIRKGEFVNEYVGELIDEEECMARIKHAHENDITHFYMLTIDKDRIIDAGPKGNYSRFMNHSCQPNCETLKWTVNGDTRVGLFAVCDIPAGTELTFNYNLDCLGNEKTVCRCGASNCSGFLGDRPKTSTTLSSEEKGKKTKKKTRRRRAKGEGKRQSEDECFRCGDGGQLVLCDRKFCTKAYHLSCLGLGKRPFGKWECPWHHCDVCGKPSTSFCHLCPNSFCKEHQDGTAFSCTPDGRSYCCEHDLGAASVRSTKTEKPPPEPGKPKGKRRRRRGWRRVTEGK
# C-LANA FP = inhibitors of KSHV C-LANA binding to DNA, primary screen, biochemical, fluorescence polarization, FAM-LBS DNA, MBP-C-LANA, single point; Kaposi's sarcoma herpesvirus LANA C-terminal domain (residues 932-1162) DNA binding; inhibition, % at 9 µM; hit rate 0.078% among 340,000; AID 504423, 2011;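 active = highest replicate inhibition at or above 60% at 9 µM, even if other replicates fall short; inactive = all replicates below 60% inhibition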;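 note: 0% = neutral control wells and 100% = 4 µM acridine orange control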
# cardiac RTF act = cardiac RTF calcium sensitivity activators, primary screen, biochemical, IANBD-TnC fluorescence, EC20 calcium; Troponin I, cardiac muscle (Homo sapiens) + Troponin T, cardiac muscle (Homo sapiens) + …; IANBD-labeled TnC RTF fluorescence at EC20 calcium; 0% EC20 calcium, 100% full calcium; activation, % at 7.2 µM; hit rate 0.24% among 340,000; AID 493008, 2010;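 active = activation above the mean over all tested compounds plus 3 SD, cut at about 30% in these data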;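 note: rise in fluorescence read as greater calcium sensitivity of cardiac thin filaments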
# dFosB act = activators of delta FosB homodimer, primary screen, biochemical, fluorescence polarization, TAMRA-CDK5 oligo, single point; Protein FosB (Mus musculus), P13346; purified delta FosB; percent of positive-control signal above neutral wells; activation, % at 25 µM; hit rate 0.99% among 340,000; AID 493131, 2011;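 active = mean activation above about 17%, with every replicate also reaching it, limit read from the data, passing the limit was not always enough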;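 note: fluorescence polarization rise as delta FosB binds a TAMRA Cdk5 AP-1 oligo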
# PfHsp90 set2 = growth inhibition of PfHsp90-expressing yeast, primary screen, antimalarial PfHsp90 inhibitor project, S. cerevisiae, BacTiter-Glo luminescence, single point, set 2; BacTiter-Glo ATP, 48 h; yeast lacking PDR1 and PDR3 efflux regulators; hit rate 0.32% among 310,000; inhibition, % at 9.4 µM; AID 504621, 2011;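 active = every replicate shows inhibition above about 80%, whatever the replicate mean, limit read from the data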;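 note: 0% = DMSO neutral controls and 100% = 20 µM radicicol positive controls; yeast relying on Plasmodium falciparum Hsp90 in place of its own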
# PvdQ inh = P. aeruginosa PvdQ acylase inhibitors, primary screen, biochemical, fluorescence, plate reader and imaging, single point; inhibition, % at 10 µM; hit rate 0.063% among 340,000; AID 488965, 2010; purified PvdQ acylase; in the data active = inhibition above about 30%, passing the limit was not always enough;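 note: 0% = vehicle neutral wells and 100% = reference inhibitor wells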
# Rtt109 HAT inh = inhibitors of C. albicans Rtt109/Vps75 HAT, primary screen, biochemical, ThioGlo CoA-SH fluorescence, plate reader. Histone acetyltransferase RTT109 (Candida albicans (strain SC5314 / ATCC MYA-2876)), …. purified Rtt109/Vps75, 4 h. inhibition, % at 34.9 µM. hit rate 0.16% among 330,000. AID 540336, 2011;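 active = inhibition of at least 50% in every replicate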
# Cardiac RTF inh = cardiac RTF calcium sensitivity inhibitors, primary screen, biochemical, IANBD-TnC fluorescence, EC70 calcium. AID 493244, 2011. inhibition, % at 7.15 µM. Troponin I, cardiac muscle (Homo sapiens) + Troponin T, cardiac muscle (Homo sapiens) + …. hit rate 0.12% among 340,000. IANBD-labeled cardiac RTF, Ca2+ fluorescence;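 active = inhibition above the mean inhibition of all tested compounds plus 3 SD, cut at about 17% in these data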;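 note: assay run at fixed EC70 calcium of 1.6 mM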
# Keap1-Nrf2 PPI = Keap1-Nrf2 protein-protein interaction inhibitors, primary screen, biochemical, fluorescence polarization, single point. Kelch-like ECH-associated protein 1 (Homo sapiens), Q14145. Keap1 Kelch-Nrf2 peptide fluorescence polarization, 1536-well. inhibition, % at 9.4 µM. hit rate 0.15% among 340,000; in the data active = inhibition above about 12%;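 note: human Keap1 Kelch domain with fluorescein labeled Nrf2 9mer peptide probe; 0% = neutral control wells and 100% = peptide positive control; higher means more block of Keap1 binding to Nrf2 peptide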
# CDK5 p35 inh = inhibitors of human CDK5/p35 kinase, primary screen, biochemical, single concentration. Cyclin-dependent kinase 5 (Homo sapiens) + Cyclin-dependent kinase 5 activator 1 (Homo …. Recombinant CDK5/p35, ADP-Glo luminescence, 60 min. inhibition, % at 10 µM. hit rate 0.01% among 330,000. AID 488839, 2010;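 active = highest replicate inhibition of at least 50% and at least 75% of replicates reaching 50%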;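 note: plate controls were DMSO neutral control for no effect and GW8510 at 10 µM for full effect; many of its hits are not listed in these tables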
# SUMO Mot1 rescue = yeast Mot1-301 growth rescue at high temperature, primary screen, SUMOylation pathway inhibitor project, S. cerevisiae, ATP luminescence, 38.5C. S. cerevisiae Mot1-301 growth rescue; percent above DMSO median, 100 means doubled. growth rescue, % at 18.8 µM. hit rate 1% among 320,000. AID 2716, 2010;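 active = every valid replicate shows activation above 250% relative to neutral control wells; inactive = the rest, any valid replicate at or below 250%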;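 note: OY570 slx delta 5 strain wells were the positive control but not used for scaling; some compounds called inactive have numbers as strong as hits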
# Starred values were filed as active, the others as inactive; x = no result given. Compounds were not picked by outcome, and some 3.2% of all compounds hit somewhere here.
cpd	SMILES	C-LANA FP	cardiac RTF act	Cardiac RTF inh	PvdQ inh	SUMO Mot1 rescue	Rtt109 HAT inh	dFosB act	Keap1-Nrf2 PPI	PfHsp90 set2	NSD2 HMT inh	CDK5 p35 inh
1	COc1cccc(C(=O)/C=C2\NCCc3cc(OC)c(OC)cc32)c1	0.0	2	0	-17	-12	x	1	-4	-15	8	-1.4
2	CC(CCCC(C)(C)O)NC(=O)c1ccc(OC2CCN(C(=O)C3CC3)CC2)cc1 (centres undefined)	-2.1	-1	-1	-15	76	-1	-7	-5	-10	-3	-0.4
3	COc1cccc(CNCCO)c1OCc1ccc(Cl)cc1	-0.5	0	4	-11	x	-3	-8	-3	8	3	2.2
4	CCOC(=O)C1=C(N)OC2=C(C(=O)CCC2)C1c1ccc2c(c1)OCO2 (centres undefined)	1.4	4	-2	-12	8	-2	-12	-4	-35	1	-3.4
5	CC(=O)Nc1ccc(N=Cc2nc(-c3ccc(C)cc3)oc2O)cc1	12	38*	-12	2	x	-4	-2	9	0	8	x
6	CN(C)CCCN(CCCN(C)C)C(=S)Nc1ccc(S(=O)(=O)N2CCOCC2)cc1	-1.2	-1	-9	-16	18	-7	0	-4	27	4	0.3
7	COc1ccc(CN(C)C(C)C(=O)Nc2ccc(S(=O)(=O)N3CCCCC3)cc2)c(OC)c1 (centres undefined)	-2.3	11	-9	-10	30	1	-17	-1	41	-1	1.5
8	O=C(Nc1cccc([N+](=O)[O-])c1)c1ccc2nc(N3C(=O)CCC3=O)sc2c1	0.8	0	-2	-7	27	-6	4	1	x	2	-0.9
9	CC1C/C(=N/Nc2nc3ccccc3[nH]2)CC(C)(C)C1 (centres undefined)	1.5	1	8	-9	3	2	7	-2	-9	4	1.4
10	C=CCn1c(COc2cccc(C)c2)nnc1SC(C)C(=O)NC1CC1 (centres undefined)	3.3	-1	-1	-2	0	-1	0	-2	-31	-3	1.3
11	O=C(O)CC/C(=C\c1ccc(N2CCCC2)c([N+](=O)[O-])c1)c1nc2ccccc2s1	-1.8	0	-2	1	-16	20	-6	-5	-53	6	-0.1
12	NNC(=O)c1[nH]c2ccc([N+](=O)[O-])cc2c1-c1ccccc1	2.9	2	-5	-2	96	2	-16	-3	-6	2	-1.5
13	Nc1nc(=S)c2[nH]cnc2[nH]1	-0.6	-1	-3	-10	-4	-7	2	-1	-9	x	2.8
14	O=[N+]([O-])c1ccccc1Nc1c2ccccc2nc2ccccc12	-0.4	-2	-3	1	8	-3	-4	3	-12	-4	1.1
15	COc1ccccc1NC(=O)c1ccc(NC2=NC3CS(=O)(=O)CC3S2)cc1 (centres undefined)	-0.9	1	-1	-1	-3	17	0	0	-1	x	-0.6
16	Cn1c(=O)c2cc(S(=O)(=O)N3CCC(c4ccccc4)CC3)ccc2n(C)c1=O	-0.4	-14	-9	-15	-24	-8	-6	3	32	-1	1.2
17	COc1ccccc1CCc1nnc(CCC(=O)N(C)Cc2cccc3ncccc23)o1	0.5	-3	2	6	5	19	-14	2	-5	2	-1.1
18	O=S(=O)(c1ccccc1Cl)N1CCC(Cc2ccccc2)CC1	-0.8	29	2	0	24	-2	6	-3	-2	-1	1.4
19	COc1ccc(C2=NC(=O)/C(=C\c3cc(OC)c(OC)c(OC)c3)O2)cc1	4.9	4	-39	16	-18	2	0	-6	-5	-7	x
20	CCC(CC)c1nnc(NC(=O)CSCC(=O)Nc2cc(C)on2)s1	-0.6	-9	0	0	-6	-6	-4	1	8	-1	0.5
21	CC1(C)CC(=O)C2=C(C1)NC1=C(C(=O)c3ccccc31)C2c1cc([N+](=O)[O-])ccc1O (centres undefined)	-0.1	-3	4	0	-7	-5	-10	0	-27	22	-0.9
22	O=C(COc1ccc(S(=O)(=O)N2CCOCC2)cc1)NCCCn1ccnc1	1.5	-7	6	3	1	-4	-5	3	-17	-1	0.4
23	O=C(c1cccc2ccccc12)C1CCCN(C(=O)c2ccc(N3CCOCC3)cc2)C1 (centres undefined)	-1.5	0	2	12	-7	10	2	-2	5	0	-0.6
24	CC1CCN(CC(=O)N(C)c2c(N)n(Cc3ccccc3)c(=O)[nH]c2=O)CC1	0.1	6	-12	-16	x	5	-14	-1	x	9	-1.3
25	CCOC(=O)c1nnn2c1nc(N1CCN(c3ccccc3)CC1)c1ccccc12	-0.4	-6	-6	-8	-9	-17	-1	1	10	-2	1.9
26	Cc1ccc2c(c1)c1c(n2CC(O)CNC2CCCC2)CCCC1 (centres undefined)	0.8	0	-6	-16	-29	9	1	2	-8	31	-1.5
27	CSc1cccc(NC(=S)NCCCN2CCN(c3ccc(F)cc3)CC2)c1	1.6	-2	2	-10	21	-6	-4	0	-67	1	-0.9
28	COc1ccc(N(CC(=O)NC2CCCCC2)S(=O)(=O)c2cccnc2)cc1	0.0	1	-2	-12	0	7	5	2	-24	x	2.3
29	CCOCc1c(C(=O)Nc2cc(OCC)c(N3CCOCC3)cc2OCC)oc2ccccc12	0.1	-2	-9	-12	-8	-4	3	0	-14	0	-0.6
30	COc1cc(CN2CCCC(C)C2)cc([N+](=O)[O-])c1O (centres undefined)	0.4	0	-2	-8	-10	-4	3	2	8	0	0.8
31	NC(=O)c1ccc(-c2noc(-c3cccc(Cl)c3)n2)cc1	1.8	3	3	10	-3	-1	-4	4	7	x	-0.5
32	O=[N+]([O-])c1ccc(C2CCCC/C2=N\OCc2cccc(F)c2)c([N+](=O)[O-])c1 (centres undefined)	-0.9	1	0	-6	12	-1	-4	-4	8	13	1.5
33	Fc1ccc(CO/N=C/C2=C(Cl)c3ccccc3CC2)cc1	0.4	-4	-7	-7	-3	5	-3	-3	-6	-4	0.3
34	O=C1Nc2cc(Cl)cnc2N2CCCC12 (centres undefined)	3.6	2	-8	-6	2	5	-4	-3	14	x	-0.8
35	Cc1cc(C)n(-c2ccccc2[N+](=O)[O-])n1	1.0	6	5	18	-1	9	3	-4	12	-7	-0.4
36	CN(CC(=O)Nc1cccc(F)c1)C(=O)CSc1nc2ccccc2s1	-0.8	-5	-40	-1	27	9	-6	-4	-46	-1	0.5
37	Cc1ccc2c(c1)C1CN(C)CCC1N2S(=O)(=O)c1cc(C(F)(F)F)ccc1Cl (centres undefined)	4.7	6	-1	2	-1	-8	-8	-2	-19	0	-0.9
38	O=C(NC(O)C(=O)c1ccccc1)c1ccccn1 (centres undefined)	1.0	-1	-8	-11	-12	-15	-4	0	-4	-2	0.8
39	COc1ccc(OCC(=O)Nc2c(Cl)ccc3nsnc23)cc1	2.1	-7	-3	-12	-10	-7	-2	-3	2	-1	-0.4
40	O=C(c1cccs1)n1nc(-c2ccccc2)nc1NCc1ccco1	-0.8	2	-3	-13	-10	-20	-12	-2	x	-3	-1.7
41	CCC(=O)Nc1cccc(-c2ccc(N3CCC(C)CC3)nn2)c1	-0.5	-3	-1	11	56	6	-2	3	4	1	-1.6
42	Cc1nn(C)cc1CNCc1c(C(=O)N2CCCCC2)nc2c(C)cccn12	0.6	2	-4	-6	-3	2	1	-3	-10	0	-0.3
43	Cc1ccc(NC(=O)c2cnccn2)c(Br)c1	-1.5	1	3	12	0	9	-11	-5	-12	-3	1.7
44	O=C(CN1CCN(S(=O)(=O)c2ccc(Cl)cc2)CC1)Nc1ccc2c(c1)OCCO2	-0.4	0	-8	-18	3	23	2	-1	-19	-1	0.2
45	CN(CC(=O)Nc1cccc(F)c1)C(=O)/C=C/c1ccc(S(=O)(=O)N2CCCCCC2)cc1	-0.9	1	-9	-13	x	2	-2	-1	23	-3	0.4
46	CC(=O)C1=C(O)C(=O)N(CCCCCC(=O)O)C1c1ccc(N(C)C)cc1 (centres undefined)	1.0	1	4	-8	-11	-4	2	-2	-43	1	-0.6
47	Cc1nnc(NC(=O)CS(=O)(=O)Cc2ccccc2)s1	-0.9	18	-4	-18	x	5	-7	-4	12	0	-2.0
48	O=C(NCC(=O)N1CCN(c2ccccc2O)CC1)c1ccc2c(c1)OCO2	0.7	0	-2	-2	9	-3	-6	0	-16	19	0.2
49	CCOC(=O)N1CCN(c2c(N3CCN(c4cccc(C)c4C)CC3)c(=O)c2=O)CC1	1.3	7	1	-5	x	15	-5	-7	-38	x	0.0
50	OC(CNCc1ccccc1Cl)COc1ccc(F)cc1 (centres undefined)	-1.3	-7	5	-7	-7	-3	-4	-2	12	-4	0.8
51	CC(C)c1[nH]nc2c1C(C1C=CCCC1)C(C#N)=C(N)O2 (centres undefined)	-3.7	12	4	0	14	-4	-8	-3	-8	2	0.2
52	O=c1[nH]nc(Cc2ccc(-c3ccc(Cl)cc3)o2)c2ccccc12	-1.3	-8	-9	2	5	14	3	2	0	-1	2.4
53	CCN(CC)C(=O)C(=O)N/N=C/c1ccc(Br)cc1	-0.2	-4	1	3	-21	-2	4	-4	0	-1	1.1
54	COCCn1cc(C(=O)NCCN(C)C)c2c3ccccc3n(C)c2c1=O	-0.4	-6	1	-9	107	7	1	-5	23	-2	-5.0
55	CCOc1ccc(S(=O)(=O)N(C)c2ccc(OCC(=O)NCC3CCCCC3)cc2)cc1	-4.1	-6	-14	25	-7	14	-7	-1	-24	-1	0.7
56	CCN(CC)c1ccc(/C=N/Nc2ccccc2)c(O)c1	0.8	1	-10	-8	35	2	-12	-5	12	19	-1.8
57	CCc1nnc(NC(=O)C(=O)NCCOC(=O)c2ccccc2Cl)s1	-0.2	-1	1	-8	-9	5	0	2	-10	0	0.9
58	CC(=O)c1cccc(OCC(=O)N2CCCc3ccccc32)c1	1.5	-1	-15	-22	80	-2	-7	-7	-9	-1	0.2
59	Cc1c(NC(=O)Cc2noc3ccccc23)cccc1[N+](=O)[O-]	31	7	-8	4	13	7	-12	9	16	-3	-1.6
60	C/C(=N\NC(=O)c1nnn(-c2nonc2N)c1-c1ccccc1)c1cccnc1	0.5	5	-1	-20	10	3	1	-1	0	-1	3.5
